KCNQ2 block = KCNQ2 potassium channel inhibitors, primary screen, cell-based, CHO-K1, FluxOR thallium flux, B-score (AID 2156). Potassium voltage-gated channel subfamily KQT member 2 (Rattus norvegicus), O88943. 20 min; stronger effect = lower value. B-score at 10 µM. 310,000 tested, 1.1% active;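 active means fluorescence ratio B-score at most minus 3 library SDs, with starting brightness B-score within 2 library SDs, cut at about -5.5 in these data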
Kir21 block = inhibitors of mouse Kir2.1 inward-rectifier potassium channel; Inward rectifier potassium channel 2 (Mus musculus), P35561; HEK293-Kir2.1, FluxOR thallium flux fluorescence; stronger effect = lower value; B-score at 10 µM; 310,000 tested, 0.85% active; AID 1672, 2009;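 active means fluorescence ratio B-score at or below minus 3 SD of library scores, with starting-brightness B-score within 2 SD, cut at about -4.2 in these data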;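 further: channel flux triggered by added potassium and thallium sulfate stimulus; B-score of peak minus minimum fluorescence over baseline after thallium stimulus; more negative B-score means stronger Kir2.1 block with less thallium influx; some compounds called inactive have numbers as strong as hits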
Target sequence (P35561 whole entry, looked up): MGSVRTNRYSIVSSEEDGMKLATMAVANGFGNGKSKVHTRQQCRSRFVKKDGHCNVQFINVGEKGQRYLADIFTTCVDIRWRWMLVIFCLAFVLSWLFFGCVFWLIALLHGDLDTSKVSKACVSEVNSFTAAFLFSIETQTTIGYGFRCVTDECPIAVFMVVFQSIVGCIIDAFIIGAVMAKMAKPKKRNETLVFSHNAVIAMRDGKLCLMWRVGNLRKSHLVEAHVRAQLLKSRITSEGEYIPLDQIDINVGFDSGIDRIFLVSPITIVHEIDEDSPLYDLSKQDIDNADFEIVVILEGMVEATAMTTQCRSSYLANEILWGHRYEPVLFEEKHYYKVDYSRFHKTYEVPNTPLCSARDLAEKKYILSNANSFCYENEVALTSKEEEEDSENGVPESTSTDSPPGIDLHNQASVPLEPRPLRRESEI
* hit, by the source's call; i = inactive.

SMILES	KCNQ2 block	Kir21 block
CCCCc1cc(=O)oc2cc(C)cc(OCC(=O)NCc3ccccn3)c12	i	-2.1
CCOC(=O)c1c(NC(=O)Cn2nc(C(=O)O)c3ccccc3c2=O)sc(C)c1C	i	0.4
Cc1ccc(-c2nc(C)sc2CC(=O)OCC(=O)Nc2c(F)cccc2F)cc1	i	-0.62
Cc1ccc(-c2cc(C(=O)Nc3ccc(S(=O)(=O)Nc4onc(C)c4C)cc3)[nH]n2)c(O)c1	i	-1.2
COc1cc(OC)cc(-c2cc3nc(C)c(CCC(=O)Nc4nc(C)cs4)c(C)n3n2)c1	i	-1.4
O=C(OCC(=O)N1CCc2ccccc21)c1ccc[nH]c1=O	i	-3.5
Cc1ccc(C(=O)N2c3ccccc3OCC2C)cc1 (stereo not given)	i	-0.13
CC(C)c1ccc(NC2CCCN(C(=O)c3ccc(Cn4cnnn4)cc3)C2)cc1 (stereo not given)	i	0.06
Cc1[nH]c(=O)c(C#N)cc1-c1ccccc1	i	-0.24
CC1CCCCC1NC(=O)C1CCN(S(=O)(=O)N2CCOCC2)CC1 (stereo not given)	i	-1.1
Cc1nnc(SCC(=O)Nc2cccc(C(F)(F)F)c2)[nH]c1=O	i	-1.4
CC(C)Oc1ccc(S(=O)(=O)N2CCOCC2)cc1NC(=O)C1CSC2(C)CCC(=O)N12 (stereo not given)	i	-0.2
CCCCN(CC)C(=O)CN1C(=O)c2ccccc2C1=O	i	2.1
COC(=O)c1c(NC(=O)COc2ccc(Cl)cc2Cl)sc2c1CC(C)(C)NC2(C)C	i	-0.04
Cc1cc(C)c2c(=O)[nH]c(SCC(=O)N(C)C)nc2n1	i	3.6
Cc1cc(NC(=O)CCC(=O)N(c2cccc(F)c2)C(C(=O)NC2CCCC2)c2ccncc2)no1 (stereo not given)	i	-0.54
Cn1c(=O)c2c(ncn2CCOc2cccc(Br)c2)n(C)c1=O	i	1.4
COc1ccc(CCNC(=O)CN2CCN(c3cccc(C(F)(F)F)c3)CC2)cc1	i	-0.42
CC1(C)Cc2cccc(OCC(=O)N3CCN(c4ccc([N+](=O)[O-])cc4)CC3)c2O1	i	-0.05
COc1cc(C2NC(=O)NC(C)=C2C(=O)OCC2CCCCC2)ccc1O (stereo not given)	i	1.7

14 entries from above, sorted by formula weight, highest first.
SMILES	KCNQ2 block	Kir21 block
Cc1cc(NC(=O)CCC(=O)N(c2cccc(F)c2)C(C(=O)NC2CCCC2)c2ccncc2)no1 (stereo not given)	i	-0.54
CC(C)Oc1ccc(S(=O)(=O)N2CCOCC2)cc1NC(=O)C1CSC2(C)CCC(=O)N12 (stereo not given)	i	-0.2
Cc1ccc(-c2cc(C(=O)Nc3ccc(S(=O)(=O)Nc4onc(C)c4C)cc3)[nH]n2)c(O)c1	i	-1.2
COc1cc(OC)cc(-c2cc3nc(C)c(CCC(=O)Nc4nc(C)cs4)c(C)n3n2)c1	i	-1.4
CCOC(=O)c1c(NC(=O)Cn2nc(C(=O)O)c3ccccc3c2=O)sc(C)c1C	i	0.4
Cc1ccc(-c2nc(C)sc2CC(=O)OCC(=O)Nc2c(F)cccc2F)cc1	i	-0.62
CC1(C)Cc2cccc(OCC(=O)N3CCN(c4ccc([N+](=O)[O-])cc4)CC3)c2O1	i	-0.05
CC(C)c1ccc(NC2CCCN(C(=O)c3ccc(Cn4cnnn4)cc3)C2)cc1 (stereo not given)	i	0.06
Cn1c(=O)c2c(ncn2CCOc2cccc(Br)c2)n(C)c1=O	i	1.4
CC1CCCCC1NC(=O)C1CCN(S(=O)(=O)N2CCOCC2)CC1 (stereo not given)	i	-1.1
Cc1nnc(SCC(=O)Nc2cccc(C(F)(F)F)c2)[nH]c1=O	i	-1.4
O=C(OCC(=O)N1CCc2ccccc21)c1ccc[nH]c1=O	i	-3.5
CCCCN(CC)C(=O)CN1C(=O)c2ccccc2C1=O	i	2.1
Cc1ccc(C(=O)N2c3ccccc3OCC2C)cc1 (stereo not given)	i	-0.13

More entries.
SMILES	KCNQ2 block	Kir21 block
Cc1ccc(NCC(=O)N/N=C\c2ccc[nH]2)cc1	i	-0.01
Cc1cc(OCC(=O)N2CCCC2)cc(C)c1Cl	i	-0.05
CCOC(=O)C1CCN(C(=O)C2CCN(S(=O)(=O)N3CCCC3)CC2)CC1	i	-0.85
Cc1ccc(S(=O)(=O)CC(=O)Nc2nnc(C(C)(C)C)s2)cc1	i	1.7
CCC12C(=O)C(CC)(C(c3ccccc3)=C1c1ccccc1)[C@@H]1C(=O)N(c3ccccc3)C(=O)C12 (stereo not given in full)	i	0.37
COc1ccc(NC(=O)CCc2nnc3ccc(NCc4ccco4)nn23)cc1	i	0.24
COc1ccccc1C(=O)Nc1nnc(SCC(=O)NCc2ccco2)s1	i	-0.91
O=C(NNc1c2ccccc2nc2ccccc12)c1ccc(O)cc1	i	2
COc1ccc(S(=O)(=O)N2CCCC2CNC(=O)C(=O)NCCc2ccccc2)cc1 (stereo not given)	i	-0.74
NS(=O)(=O)c1cccc(NC(=O)CN2CCc3ccccc32)c1	i	-0.72
Cc1cc(C)c(NC(=O)NC(=O)c2ccc(F)cc2)c(C)n1	i	-1.1
O=C(CSc1cccc2cccc(Cl)c12)OCC(=O)N1CCN(C(=O)c2ccco2)CC1	i	0.4
Cc1ccc(CN2CCNC(=O)C2CC(=O)NCc2cc(C)n(C)n2)cc1 (stereo not given)	i	-0.01
O=C(Nc1nnc(C2=COCCO2)o1)c1cccc(F)c1	i	-0.01
CCN(CC(=O)Nc1ccc(C)c(F)c1)CC(=O)NC(C)C	i	0.05
CCCCCSc1nnc(-c2ccccc2N)c(=O)[nH]1	i	-0.84
CCC(=NCCc1c(C)[nH]c2ccc(OC(F)(F)F)cc12)C1=C(O)CC(c2ccccc2)CC1=O (stereo not given)	i	2.5
O=C(COc1ncnc2sccc12)N1CCN(C(=O)c2ccco2)CC1	i	-0.83
Cc1cc(F)ccc1NCc1cccnc1	i	-1.2
CN1CCN(S(=O)(=O)c2csc(C(N)=O)c2)CC1	i	0
Cc1ccc2ncnc(NCCCN3CCOCC3)c2c1	i	-0.03
Fc1ccc(CNC(=S)NC2CCCCC2)cc1	i	-0.24
CCSC1=N/C(=C\c2cccnc2)C(=O)N1c1ccccc1	i	-0.04
CCCn1nc(C(=O)NCCc2ccc(S(N)(=O)=O)cc2)c2ccccc2c1=O	i	0
COC(=O)[C@@]1(Cc2ccc(OC)cc2)[C@H]2c3cc(C(=O)N4CCCC4)n(CCn4cc([N+](=O)[O-])nc4C)c3C[C@H]2CN1C(=O)c1ccccc1	i	-0.72
O=C1C2CCCN2C(=S)N1C1CCCCC1 (stereo not given)	i	-1.1
Cc1nnnn1/C(=C\c1ccccc1)C(=O)OCC(=O)Nc1ccc(Cl)cc1F	i	-7.3*
CC(C)CNS(=O)(=O)c1ccc(OCC(=O)Nc2ccc(F)cc2F)cc1	i	1.7
O=C(c1cnccn1)N1CCN(S(=O)(=O)c2ccc3ccccc3c2)CC1	i	0
CCOC(=O)c1[nH]c(C)c(C(=O)NC2CCCCCC2)c1C	i	1.4
Cc1ccc2c(c1)nnn2C1CCN(S(=O)(=O)c2ccc(C(=O)N3CC(C)CC(C)C3)cc2)CC1 (stereo not given)	i	0.51
O=C(Nc1ccc(Nc2ccccc2)cc1)c1c(F)c(F)c(F)c(F)c1F	i	0.52
COC(=O)c1cc(CNC(=O)C(C)NS(=O)(=O)c2ccc(C)c(C)c2)ccc1OC (stereo not given)	i	1.1
C=C(C)COc1ccc2c(C)c(CC(=O)N3C[C@H]4C[C@@H](C3)c3cccc(=O)n3C4)c(=O)oc2c1	i	-0.42
Cc1ccc(OC(=O)c2ccc3nc(C)sc3c2)cc1	i	-0.96
Cc1ccc(C(=O)Nc2cccnc2N2CCN(C)CC2)cc1	i	0.53
O=C1CSC(c2cccc([N+](=O)[O-])c2)N1c1ccccc1 (stereo not given)	i	-0.2
COc1cc(/C=N/N(C)C)ccc1OC(=O)c1cccs1	i	-2.2
Cc1nn(-c2ccccc2)c(N2CCCC2)c1/C=C1\N=C(c2ccccc2)OC1=O	i	-0.18
Cc1sc2ncnc(OCC(=O)NC(C)C)c2c1C	i	0.13
C=CCNC(=S)NS(=O)(=O)c1cccs1	i	0.02
O=C(NN1CCOCC1)c1cccc(Br)c1	i	1.3
Cc1cc(C)c2[nH]c(=O)c(C(c3nnnn3CC3CCCO3)N3CCC(C)CC3)cc2c1 (stereo not given)	i	-1.8
CC(=O)N1CCN(Cc2cc(=O)n3cc(Cl)c(C)c(Cl)c3n2)CC1	i	-0.16
Cc1c(C)c2cc(Cl)c(O)c(CN3CCCCC3)c2oc1=O	i	0.67
Nc1ccccc1NC1=CC(=O)CC(c2ccco2)C1 (stereo not given)	i	-1.6
O=C(CSc1ccc(Cl)cc1)NNC(=O)c1ccco1	i	0.79
COc1ccc(C)c2sc(NC(=O)CCS(=O)(=O)c3ccccc3)nc12	i	-1
O=C(N/C(=C/c1ccc([N+](=O)[O-])cc1)C(=O)N1CCOCC1)c1ccco1	i	-0.71
CC(C(=O)Oc1ccc2c(c1)OCO2)N1C(=O)c2ccccc2C1=O (stereo not given)	i	-1.5
OCCN(C=NC1=NN(c2cccc(C(F)(F)F)c2)CC1)CCO	i	-0.7
COc1ccc([N+](=O)[O-])cc1C(=O)NCCOc1ccc(Cl)cc1	i	-0.97
Cc1cccc(/C=C/c2onc(C)c2S(=O)(=O)N2CCC(C(=O)N3CCCCC3)CC2)c1	i	-0.1
O=C(Nc1ccccc1Cl)c1cccs1	i	-0.85
O=C(CN1C(=O)S/C(=C\c2ccccc2)C1=O)Nc1cc([N+](=O)[O-])ccc1O	i	1.8
O=C(COC(=O)CCC(=O)c1ccc(F)cc1)Nc1ccc(F)cc1F	i	0.67
O=c1cc(CSc2ccc([N+](=O)[O-])cc2)nc2sccn12	i	-0.85
CCCCNC(=S)Nc1cccc(S(=O)(=O)NC2=NCCC2)c1	i	2.4
CCOC(=O)c1sc(NC(=O)/C=C/c2cnn(CC)c2C)c(C(=O)OCC)c1C	i	0.8
COc1ccc(C(=O)N2CCN(C(=O)CC(C)C)CC2)cc1OC	i	-0.36
Going on with the list:
SMILES	KCNQ2 block	Kir21 block
Cc1ccccc1OCCC(=O)N1CCN(S(=O)(=O)c2ccccc2F)CC1	i	-3.4
COc1ccc(NC(=O)Nc2nnc(CC(=O)Nc3ccccc3)s2)cc1	i	-1.5
COC(=O)Cn1c(C)c(C(C)=O)c(C(C)=O)c1C	i	-0.54
CN(NC(=O)c1ccco1)c1nc2ccccc2nc1C(F)(F)F	i	0.5
COc1cccc(C2C(C(C)=O)=C(O)C(=O)N2CCNCCO)c1 (stereo not given)	i	0.37
COc1ccc(NC(=O)C2Cc3cccc(OC)c3O/C2=N\O)cc1 (stereo not given)	i	1.1
CCCc1nc2nc(C)c(NS(=O)(=O)c3ccc(Cl)cc3)c(=O)n2[nH]1	i	0.44
O=C(c1ccc2oc(CCc3ccccc3)nc2c1)N1CCC(O)CC1	i	-0.08
COc1cc2c(cc1OC)C(C)N(CC(=O)Nc1ccc(S(=O)(=O)N3CCCC3)cc1)CC2 (stereo not given)	i	-0.54
CC(=O)C1=C(O)C(=O)N(c2cccnc2)C1c1cccc([N+](=O)[O-])c1 (stereo not given)	i	-1.7
Cc1cccc(CN(C(=S)Nc2c(C)cccc2C)c2cccnc2)c1	i	-0.34
O=C(Cc1ccccc1)NNC1CC(=O)N(c2ccc(Br)cc2)C1=O (stereo not given)	i	-1.1
COc1ccc(N(CC(=O)N2CCCCCC2)S(=O)(=O)c2ccccc2[N+](=O)[O-])c(OC)c1	i	-2.2
COCCNS(=O)(=O)c1ccc2c(c1)Cc1cc(S(=O)(=O)NCCOC)ccc1-2	i	0.08
CC(=O)N1CCc2cc(S(=O)(=O)NCC(=O)NCc3ccc(F)cc3)ccc21	i	0.06
CCOc1cc(/C=C(\C#N)C(=O)Nc2cccc(C(=O)O)c2)cc(Br)c1OC(=O)c1ccc(OC)cc1	i	-5.3*
Cc1ccc(NC(=S)Nc2ccc(F)cc2)cc1C	i	-0.13
COc1ccc(CCn2c(Br)nc3c2c(=O)[nH]c(=O)n3C)cc1	i	-0.8
Cn1c(=O)cc(OCCCC(=O)NCCC2=CCCCC2)c2ccccc21	i	-1
Cc1ccc(C2C(C(=O)O)c3ccccc3C(=O)N2C)o1 (stereo not given)	i	-0.26
CCOC(=O)c1cc2n(n1)C(C(F)(F)F)CC(C)N2 (stereo not given)	i	0.11
COc1cc(OC)cc(C(=O)NCCC(c2ccccc2)c2ccccc2)c1	i	1.3
COc1ccc(S(=O)(=O)NC2CC2)cc1-n1cnnn1	i	1.1
COc1ccccc1CC(=O)NC(=O)c1ccccc1O	i	-0.16
CCOc1cc(CO)cc(Br)c1OCC(=O)Nc1ccccc1C	i	0.49
CC(C)OCCCNC(=O)c1cc2c(s1)CS(=O)(=O)C2	i	-0.08
COc1ccc(-n2cnnc2SCC(=O)N(C)c2ccccc2)cc1	i	-2.4
Cc1ccc(-c2nnc(N(C)C(=O)c3cccnc3)s2)cn1	i	-1.3
CC1CCN(C(=O)COC(=O)CNC(=O)C23CC4CC(CC(C4)C2)C3)CC1	i	0.19
CCCCOP(=O)(OCCCC)C(O)c1ccc(F)cc1 (stereo not given)	i	-1.3
Cc1ccc(NC(=S)N2CCC(NC(=O)c3ccc(C)cc3)CC2)cc1	i	0.22
COC(=O)c1ccccc1NC(=O)C1CCN(C(=O)c2cc(OC)c(OC)c(OC)c2)CC1	i	2
COc1cc2ccccc2cc1C(=O)N(CCN(C)C)c1nc2ccc(C)cc2s1	i	1.4
COC(=O)CC(c1ccc(C(C)C)cc1)n1cccc1 (stereo not given)	i	1.8
CCOC(=O)C1=C(COC(=O)c2ncc(Cl)c(Cl)c2Cl)NC(=O)NC1C (stereo not given)	i	-0.33
O=C(Nc1cccnc1N1CCOCC1)c1ccco1	i	1.1
O=C(NNc1nc2c(F)cccc2s1)C1=COCCO1	i	0.07
N#C/C(=C\c1c(F)cccc1Cl)C(=O)NC1CC1	i	-0.38
